Compound activity: PubChem BioAssay, several laboratories
CF NFkB block – cystic fibrosis NF-kB activation inhibition; KKLEB NF-kB-GFP reporter, PAF-induced, GFP fluorescence overnight; inhibition, % at 5 µM; 360,000 compounds, 0.86% hits; AID 588850;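 active = at least 50% inhibition at 5 µM, scaled per plate between neutral and stimulator controls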;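 note: PAF is a Pseudomonas aeruginosa culture filtrate used as stimulus; plate controls were PAF-stimulated DMSO wells for no effect and unstimulated DMSO wells for full effect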
NR2F2 inh – inhibitors of human COUP-TFII (NR2F2); 370,000 compounds, 0.7% hits; AID 686940; inhibition, % at 8.6 µM; HEK293T NGFI-A luciferase reporter, luminescence; P24468;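 active = inhibition above a per-plate cutoff, mean inhibition of test wells between control levels plus 3 SD, cut at about 38% in these data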;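 note: cells cotransfected with COUP-TFII expression vector driving the NGFI-A reporter; 0% = median of COUP-TF2 test wells and 100% = reporter-only cells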
Target sequence (P24468 whole entry, looked up): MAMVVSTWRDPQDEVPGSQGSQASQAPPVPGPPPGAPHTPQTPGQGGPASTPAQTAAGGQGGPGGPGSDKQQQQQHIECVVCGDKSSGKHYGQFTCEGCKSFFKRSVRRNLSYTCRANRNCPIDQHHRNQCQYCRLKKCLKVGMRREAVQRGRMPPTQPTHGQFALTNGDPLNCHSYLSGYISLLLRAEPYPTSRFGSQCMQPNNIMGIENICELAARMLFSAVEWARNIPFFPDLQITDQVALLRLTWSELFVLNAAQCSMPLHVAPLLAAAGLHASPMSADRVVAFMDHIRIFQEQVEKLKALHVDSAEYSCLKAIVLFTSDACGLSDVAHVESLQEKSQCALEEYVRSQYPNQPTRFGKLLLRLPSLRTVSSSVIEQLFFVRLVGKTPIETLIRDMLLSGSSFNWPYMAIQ
C8 TRAIL sens – caspase-8 TRAIL sensitization | 360,000 compounds, 1% hits | inhibition (viability loss, TRAIL sensitization), % at 10 µM | NB7+C8 cells + TRAIL, ATPlite viability luminescence;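 active = compounds causing at least 50% loss of cell viability in the single-dose screen, relative to plate controls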
KKLEB tox – reduces viability of KKLEB cystic fibrosis airway cells. activity change (cytotoxicity), % at 5 µM. KKLEB CF airway cells viability, ATPlite luminescence, overnight; stronger effect = lower value; cells stimulated with P. aeruginosa culture filtrate. 360,000 compounds, 0.36% hits;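 active = corrected activity change at or below -50% at 5 µM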
LRH-1 inv ag – suppresses constitutive activity of human LRH-1; O00482; HEK293T StAR-luciferase reporter, LRH-1 transfected, 24 h; inhibition, % at 3.6 µM; 360,000 compounds, 0.13% hits;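 active = inhibition above the mean inhibition of all tested compounds plus 3 SD, cut at about 73% in these data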;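 note: 0% = DMSO wells and 100% = reporter-only cells lacking LRH-1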
Target sequence (O00482 whole entry, looked up): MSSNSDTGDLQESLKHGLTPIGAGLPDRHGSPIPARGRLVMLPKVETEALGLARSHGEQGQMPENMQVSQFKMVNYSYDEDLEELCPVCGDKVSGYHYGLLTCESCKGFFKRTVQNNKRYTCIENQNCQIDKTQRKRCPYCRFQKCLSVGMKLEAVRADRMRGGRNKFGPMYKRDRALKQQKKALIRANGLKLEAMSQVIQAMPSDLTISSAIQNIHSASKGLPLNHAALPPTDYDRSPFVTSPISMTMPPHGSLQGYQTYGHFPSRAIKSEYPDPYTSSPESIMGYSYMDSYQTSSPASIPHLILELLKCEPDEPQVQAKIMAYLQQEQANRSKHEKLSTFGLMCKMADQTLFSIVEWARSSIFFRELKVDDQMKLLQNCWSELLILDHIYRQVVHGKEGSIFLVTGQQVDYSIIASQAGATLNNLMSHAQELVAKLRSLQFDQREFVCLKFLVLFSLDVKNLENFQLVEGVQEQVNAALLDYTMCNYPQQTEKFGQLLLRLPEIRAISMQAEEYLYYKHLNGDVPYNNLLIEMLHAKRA
LMP1 NFkB inh – reduces LMP1-driven NF-kappaB luciferase signal; LMP1-induced NF-kappaB luciferase reporter cells, luminescence; inhibition, % at 12.5 µM; 350,000 compounds, 0.69% hits; AID 504558; in the data active = inhibition above about 41%;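 note: 0% = neutral control wells and 100% = reference inhibitor control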
TROY NFkB inh – blocks TROY-dependent signaling in reporter cells; Q293 LMP1-TROYcd NF-kB luciferase reporter, 4 h; inhibition, % at 10 µM; 360,000 compounds, 0.98% hits; AID 1347056;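 active = compounds whose plate-normalised and pattern-corrected inhibition of the luciferase reporter signal at the single screening dose is 50% or more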
NCOA1 inh – inhibits human SRC1 coactivator | Q15788 | HEK293 GAL4-SRC1 luciferase reporter, luminescence | inhibition, % at 3.6 µM | 360,000 compounds, 0.12% hits | AID 588354;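 active = inhibition above the campaign mean plus 3 SD, with each screening campaign given its own cutoff, cut at about 60% in these data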;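 note: 0% = DMSO treated cells and 100% = gossypol at 36 µM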
NCOA3 inh – inhibits human SRC3 coactivator; Q9Y6Q9; HEK293 GAL4-SRC3 luciferase reporter, luminescence; inhibition, % at 3.6 µM; 360,000 compounds, 0.17% hits; AID 588352;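 active = inhibition above a per-campaign cutoff, the mean of all compounds plus 3 SD, cut at about 60% in these data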;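 note: 0% = DMSO-treated cells and 100% = gossypol-treated cells at 36 µM; higher means less SRC3-driven luciferase light from the GAL4 reporter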
TWEAK-Fn14 inh – blocks TWEAK-Fn14 interaction in a reporter cell assay. AID 1159606. inhibition, % at 10 µM. TWEAK-stimulated Fn14 reporter cells, luciferase luminescence, 8 h. 360,000 compounds, 2% hits; in the data active = inhibition above about 50%
Shn3 inh set2 – Schnurri-3 reporter inhibition in Clone20 osteoblasts | Clone20 osteoblast Shn3 3'UTR firefly luciferase, 24 h | inhibition, % at 12.5 µM | 360,000 compounds, 0.52% hits;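 active = mean inhibition of at least 75% with every replicate also reaching 75%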;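 note: 0% = median of neutral control wells and 100% = pilot-screen positive control compound; some compounds past the cut are filed as inactive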
The depositor's hits bear a star; / = no result given.

SMILES	CF NFkB block	NR2F2 inh	C8 TRAIL sens	KKLEB tox	LRH-1 inv ag	LMP1 NFkB inh	TROY NFkB inh	NCOA1 inh	NCOA3 inh	TWEAK-Fn14 inh	Shn3 inh set2
CC(=O)C[C@H]1c2cc(C(F)(F)F)ccc2S(=O)(=O)N1c1ccc(N(C)C)cc1	-9	-6	-1	12	0	2	0	5	-3	-4	13
COc1ccccc1CNC(=O)C1CSC2(C)CCC(=O)N12 (stereo not drawn)	12	22	5	6	1	-3	-11	3	-7	-7	1
O=[N+]([O-])c1cccc(-c2nc(-c3ccccc3)no2)c1	-2	-23	8	-1	-18	-76	-49	-64	-28	-6	-67
Clc1ccc(NCc2nncn2-c2ccccc2)cc1	-22	13	3	4	-12	-11	-2	2	-17	17	19
COc1ccc(C(=O)CCNc2ccc(C)c(Cl)c2)cc1	-27	9	14	-1	-15	-4	-84	5	17	4	-2
Nc1cc2[nH]c(=O)c3ccccc3c2cc1Br	-71	-30	8	7	12	-11	-37	-7	-12	-35	0
C=CCN1C(=O)C(C)(C)N(C(C)=O)c2ccccc21	-5	-3	-2	0	-15	5	6	-3	14	-8	4
CCCCN(CC)C(=O)CSc1nc2ccccc2c(=O)n1CC1COc2ccccc2O1 (stereo not drawn)	-11	-15	10	0	9	3	26	3	-3	26	15
CCN(CC)S(=O)(=O)c1ccc2[nH]c(=O)cc(C(=O)N(C)C3CCS(=O)(=O)C3)c2c1 (stereo not drawn)	-1	-6	13	0	-21	1	2	-8	4	-3	5
COC[C@H]1CCCN1[C@@H]1CS(=O)(=O)N[C@H]1COCc1ccccc1	-36	3	2	9	0	/	3	9	13	-4	0
O=C(CN1CCCC1)Nc1cccc(Cl)c1	7	-7	4	-29	17	6	-21	-3	22	-2	2
CCOC(=O)/C=C1\SCC(=O)N1CC(=O)NCc1ccc(OC)c(OC)c1	1	4	-3	-15	9	2	-25	-11	1	10	-5
CCN1CCN(C(=S)Nc2ccc(Cl)cc2Cl)CC1	3	-13	-9	2	-4	-2	-14	-16	5	4	-6
CCOC(=O)C1(Cc2ccccc2C(F)(F)F)CCN(CC(O)CO)CC1 (stereo not drawn)	8	-14	-2	12	-6	-3	-11	1	5	1	24
Fc1ccccc1/C=N/N1CCN(Cc2ccccc2Cl)CC1	-35	4	5	9	-2	5	-5	3	3	-9	-4
O=C(CN1CCN(Cc2ccccc2)CC1)c1c[nH]c2ccccc12	-3	0	9	0	11	-4	22	-11	9	8	10
O=C(NC1=NCCS1)c1ccc(C(F)(F)F)cc1	-7	-12	-6	9	-92	-24	-25	-106	-71	-12	-84
FC(F)(F)c1ccccc1Cc1c(-c2cccc(Br)c2)nc2ccc(Br)cn12	22	-32	-1	0	-44	/	8	-13	-22	13	-9
Cn1c(=O)c(=O)n(C)c2cc(S(=O)(=O)N3CCCC3C(=O)Nc3ccccc3F)ccc21 (stereo not drawn)	3	5	13	9	2	-6	-5	-8	17	-5	0
CC(=O)N(c1ccc(Cl)cc1)c1nc(C)cc(C)c1C#N	-2	-2	0	10	7	2	13	-3	4	-1	3
Cc1ccccc1OCC(=O)NC(=S)Nc1ccc2c3c(cccc13)CC2	-3	24	-12	4	0	3	-6	-8	4	2	-5
O=C(NCCN1CCNC1=O)C1CCC(=O)N(CCc2ccc(Cl)cc2)C1 (stereo not drawn)	-17	-16	-19	0	-11	-7	-32	7	-14	10	-16
CC(C)N1C(=O)C2ON(c3ccccc3)C(c3cccs3)C2C1=O (stereo not drawn)	10	9	10	-8	1	7	-7	5	7	-7	31
CCN(CC)S(=O)(=O)c1cccc(C(=O)N/N=C/c2cc(OC)c(O)c(OC)c2)c1	-7	9	0	7	-8	5	1	-7	8	-12	-3
O=C(NNC(=O)c1ccccc1F)c1ccco1	-20	-10	-11	5	-9	1	-9	-9	-19	-2	-26

Grouped by structure, the entries above with bromine
SMILES	CF NFkB block	NR2F2 inh	C8 TRAIL sens	KKLEB tox	LRH-1 inv ag	LMP1 NFkB inh	TROY NFkB inh	NCOA1 inh	NCOA3 inh	TWEAK-Fn14 inh	Shn3 inh set2
Nc1cc2[nH]c(=O)c3ccccc3c2cc1Br	-71	-30	8	7	12	-11	-37	-7	-12	-35	0
FC(F)(F)c1ccccc1Cc1c(-c2cccc(Br)c2)nc2ccc(Br)cn12	22	-32	-1	0	-44	/	8	-13	-22	13	-9

Further compounds
SMILES	CF NFkB block	NR2F2 inh	C8 TRAIL sens	KKLEB tox	LRH-1 inv ag	LMP1 NFkB inh	TROY NFkB inh	NCOA1 inh	NCOA3 inh	TWEAK-Fn14 inh	Shn3 inh set2
CCOC(=O)c1sc(=NC(=O)CCSc2ccccc2)n(C)c1C	-6	20	-1	-2	-32	-14	-63	-85	-55	-33	-24
CNCC/C=C1/c2ccccc2CSc2ccccc21	12	3	-6	-2	-7	1	1	1	-2	5	-4
Cc1cccc(N(CC(=O)NCc2ccco2)C(=O)CCC(=O)Nc2nccs2)c1C	6	2	-15	6	-5	6	-45	10	-5	1	7
CCn1nc(Cc2cccc3ccccc23)c(C#N)c1N	2	-7	-4	-17	14	8	-14	-17	-14	-13	11
COc1ccc(CCNC(=O)c2cc(C)oc2C)cc1	6	21	1	-8	9	-4	-3	-12	-6	13	-9
COc1ccccc1CN1CCCC(CN(CCN(C)C)C(=O)c2ccc(C)cc2)C1 (stereo not drawn)	-4	18	-10	-17	-1	0	11	2	6	5	9
CCc1ccc2c(c1)NC(=O)C2(C)Cc1ccccc1Cl (stereo not drawn)	-7	-2	15	4	-13	/	16	8	2	6	6
CC(C)(C)c1ccc(C(=O)NC(=S)NNC(=O)COc2ccccc2)cc1	0	-23	47	-9	-131	-18	-20	-99	-54	-14	-25
CS(=O)(=O)N1CCN(c2ccc(Cl)cc2[N+](=O)[O-])CC1	0	-37	-3	5	0	-4	9	-10	-12	-7	6
CCCC1=C(C(=O)OCC)C(c2ccco2)n2ncnc2N1 (stereo not drawn)	-12	12	-26	6	1	-2	-4	-10	13	-1	14
Cc1nc2ccccc2n1Cc1ccc(Cl)cc1	-9	61*	13	-6	47	2	-4	-14	13	16	88*
Cc1ccc(S(=O)(=O)NCC2CCC(C(=O)NCCCN3CCC(C)CC3)CC2)cc1 (stereo not drawn)	-11	-2	0	-4	-18	-2	-5	2	-8	-7	10
COc1ccc(NC(=O)N2CCN(c3ccc([N+](=O)[O-])cc3)CC2)cc1	1	10	5	7	-8	13	10	9	14	-4	49
Cc1nc2ccc(Br)cn2c1C(=O)N/N=C\c1ccccc1Cl	12	17	9	-8	14	3	-14	12	8	-22	-25
Cc1cccc(N(CC(=O)NC2CCCCC2)C(=O)Cn2nnc(-c3ccc(C)o3)n2)c1	14	-6	-10	10	16	5	21	-7	15	-13	8
C#CCN1C(=O)S/C(=C/c2cc(C)n(CC)c2C)C1=O	-17	-38	10	-16	-142	-34	-46	-109	-86	-12	-49
N#CCCN1CCN(S(=O)(=O)c2ccc(S(=O)(=O)NC3CCCCC3)cc2)CC1	-1	5	-7	6	-4	-8	10	-11	14	-6	-8
COCC(C)n1c(C)cc(C(=O)COC(=O)c2cnc(Cl)c(Cl)c2)c1C (stereo not drawn)	-10	-31	11	4	8	5	4	-7	12	-2	4
Cc1ccc(N(C(=O)CNC(=O)c2ccco2)C(C(=O)NC2CCCCC2)c2ccncc2)cc1F (stereo not drawn)	6	20	15	7	-4	-3	-1	-10	0	21	7
Cc1ccc(OCCSc2nnc(-c3cccs3)n2C)cc1	10	-7	-14	1	13	-1	3	3	17	-8	-28
COc1ccc(Cn2cccc(NC(=O)Nc3cccc(OC)c3)c2=O)cc1	4	18	-4	1	9	4	-10	10	11	3	-7
COc1ccccc1NC(=O)COC(=O)c1cc([N+](=O)[O-])ccc1N1CCCC1	-12	-5	19	0	-9	5	-1	-25	-7	-4	3
CCOc1ccc(Cl)cc1CNc1nnnn1C	-20	-13	5	2	20	-3	-3	10	10	-1	-12
O=C(CN1CCN(c2ccc(O)cc2)CC1)Nc1cc(S(=O)(=O)N2CCCC2)ccc1Cl	3	12	-5	4	-11	-4	-10	-5	-4	-29	15
N#C/C(=C\c1ccc(N2CCOCC2)o1)c1nc2ccccc2[nH]1	-57	9	57*	-5	14	13	-2	-153	-71	-6	17
COc1ccc(NC(=O)N(C)C[C@H]2Oc3ncc(Br)cc3C(=O)N([C@H](C)CO)C[C@@H]2C)cc1	-16	-11	-4	10	0	-4	6	9	-22	10	-3
CN1/C(=C/C(=O)c2nc(S(C)(=O)=O)ncc2Cl)C(C)(C)c2ccccc21	95*	/	67*	-47	-8	60*	70*	-41	-83	84*	96*

Part of the list above in order of count of non-hydrogen atoms, falling:
SMILES	CF NFkB block	NR2F2 inh	C8 TRAIL sens	KKLEB tox	LRH-1 inv ag	LMP1 NFkB inh	TROY NFkB inh	NCOA1 inh	NCOA3 inh	TWEAK-Fn14 inh	Shn3 inh set2
Cc1ccc(N(C(=O)CNC(=O)c2ccco2)C(C(=O)NC2CCCCC2)c2ccncc2)cc1F (stereo not drawn)	6	20	15	7	-4	-3	-1	-10	0	21	7
Cc1cccc(N(CC(=O)NC2CCCCC2)C(=O)Cn2nnc(-c3ccc(C)o3)n2)c1	14	-6	-10	10	16	5	21	-7	15	-13	8
Cc1cccc(N(CC(=O)NCc2ccco2)C(=O)CCC(=O)Nc2nccs2)c1C	6	2	-15	6	-5	6	-45	10	-5	1	7
COCC(C)n1c(C)cc(C(=O)COC(=O)c2cnc(Cl)c(Cl)c2)c1C (stereo not drawn)	-10	-31	11	4	8	5	4	-7	12	-2	4
CCOC(=O)c1sc(=NC(=O)CCSc2ccccc2)n(C)c1C	-6	20	-1	-2	-32	-14	-63	-85	-55	-33	-24
CCn1nc(Cc2cccc3ccccc23)c(C#N)c1N	2	-7	-4	-17	14	8	-14	-17	-14	-13	11
COc1ccc(CCNC(=O)c2cc(C)oc2C)cc1	6	21	1	-8	9	-4	-3	-12	-6	13	-9

Some of the compounds tested; rates above refer to the full screens.
